GCN5L2 inh – blocks human GCN5L2 histone acetyltransferase. Q92830. AID 504327. GCN5L2 HAT assay, ThioGlo1 CoA-SH fluorescence. Potency, µM (highest dose often 58.9 µM), for inactives: at the top dose activity change, negative = inhibition, most hits filed as inhibitors. 390,000 compounds, 0.21% hits
Target sequence (Q92830 whole entry, looked up): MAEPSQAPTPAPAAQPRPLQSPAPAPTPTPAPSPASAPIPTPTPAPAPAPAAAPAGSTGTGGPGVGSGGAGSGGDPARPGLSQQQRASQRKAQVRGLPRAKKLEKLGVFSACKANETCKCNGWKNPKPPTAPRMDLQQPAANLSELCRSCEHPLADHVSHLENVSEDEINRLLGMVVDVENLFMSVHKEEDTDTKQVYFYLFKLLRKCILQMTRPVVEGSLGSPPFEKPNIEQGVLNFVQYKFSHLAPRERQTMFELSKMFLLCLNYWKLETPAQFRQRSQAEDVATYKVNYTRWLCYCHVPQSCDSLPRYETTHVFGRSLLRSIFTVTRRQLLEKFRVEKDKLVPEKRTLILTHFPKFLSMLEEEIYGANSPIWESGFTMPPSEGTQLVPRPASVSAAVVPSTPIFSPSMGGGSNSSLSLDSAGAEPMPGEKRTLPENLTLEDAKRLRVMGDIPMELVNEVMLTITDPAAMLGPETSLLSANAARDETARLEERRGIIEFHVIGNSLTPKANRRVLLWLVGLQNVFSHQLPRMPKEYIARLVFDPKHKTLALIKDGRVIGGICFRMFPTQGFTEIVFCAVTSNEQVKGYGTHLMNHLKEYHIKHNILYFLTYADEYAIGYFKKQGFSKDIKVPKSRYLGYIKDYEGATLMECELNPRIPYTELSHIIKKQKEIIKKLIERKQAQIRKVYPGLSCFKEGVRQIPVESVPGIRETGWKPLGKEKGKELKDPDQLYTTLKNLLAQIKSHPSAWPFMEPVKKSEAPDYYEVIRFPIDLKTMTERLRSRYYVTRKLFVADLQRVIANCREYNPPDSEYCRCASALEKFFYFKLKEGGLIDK
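qHTS, 1536-well. 20nM enzyme, pH 7.5 HEPES/EDTA/Tween-20 buffer; 15 min compound preinc., RT. Start: 75uM H3(1-25), 70uM AcCoA, 50uM ThioGlo1. Read Ex340/Em540 at t=0 (autofluorescence flag) and t=20 min.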
N370S GC mod – N370S glucocerebrosidase modulation, Gaucher chaperone candidate. P04062. 330,000 compounds, 0.092% hits. AID 2101. N370S GC spleen homogenate, 4MU-glucoside fluorescence. Potency, µM (doses to about 59.4 µM), for inactives: at the highest dose activity change, negative = inhibition, usual class: inhibitors;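 also: 0% = full enzyme activity and -100% = no enzyme basal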
FEN1 inhibitor – inhibitors of human flap endonuclease 1. Recombinant FEN1 flap cleavage, fluorescence, 15 min. Potency, µM (series often up to 114 µM), without a hit: top-dose activity change, negative = inhibition, hits mostly inhibitors. 390,000 compounds, 0.35% hits; also: nearly all actives have a fitted effect of over 65% in size
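Recombinant FEN1 (10 nM) was preincubated with pin-transferred compounds for 15 min at room temperature, then flap DNA substrate (50 nM final) was added. Plates were read at 0 and 15 min, and normalized concentration–response data were fitted to a four-parameter Hill equation.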
* marks the source's active call; other numbers are inactive results; u = inconclusive; x = not tested or not shown; & = joins results of further samples; [ ] = another dose, or the depositor's remark. Calls follow the shape of the dose curve; as a rule, active = well fitted curve in the direction sought with a large enough effect; inconclusive = small, poorly fitted or top-dose-only effect, or another doubt; inactive = no such curve, though single readings can be large; an effect the other way counts as inactive or inconclusive. Unless noted, % is scaled to controls: 0 for no effect and ±100 for the full control effect; potency is read from the fitted curve at half-maximal effect.

The first 2 entries, to show the layout:
SMILES | GCN5L2 inh | N370S GC mod | FEN1 inhibitor
CN(C)S(=O)(=O)c1ccc(/C(O)=C2/C(=O)C(=O)N(Cc3cccnc3)C2c2ccco2)cc1 (stereo not given) | 2% | 0% | -12%
Cc1ccc(C)c(CSc2nc3ccncc3n2Cc2nc(-c3ccccc3Cl)oc2C)c1 | 1% | x | -1%

The whole of this part, repeating the preview:
SMILES | GCN5L2 inh | N370S GC mod | FEN1 inhibitor
CN(C)S(=O)(=O)c1ccc(/C(O)=C2/C(=O)C(=O)N(Cc3cccnc3)C2c2ccco2)cc1 (stereo not given) | 2% | 0% | -12%
Cc1ccc(C)c(CSc2nc3ccncc3n2Cc2nc(-c3ccccc3Cl)oc2C)c1 | 1% | x | -1%
Cc1ccc(NC(=O)NNC(=O)CN2C(=O)COc3ccccc32)cc1 | -1% | 9% | 2%
C=CCn1c(SCc2cc(C(C)=O)ccc2OCC)nc2ccccc2c1=O | -7% | 24% | -11%
CC(C(=O)N1CCCCC1)n1sc2ccccc2c1=O (stereo not given) | 2% | 6% | -14%
CC1CC(NC(=O)c2ncn[nH]2)CC(C)(C)C1 (stereo not given) | -1% | -28% | 0%
CCn1cc(C(=O)NCCc2ccc(Cl)cc2)c(=O)c2cc(S(=O)(=O)N3CCc4ccccc4C3)ccc21 | -4% | x | 18%
O=C(NC1CCSc2ccccc21)c1cccc(Br)c1 (stereo not given) | -5% | -18% | -2%
C=C(C)C(O)Cc1c(OC)ccc(C(=O)/C=C/c2ccc(O)cc2)c1O (stereo not given) | -4% | x | -23%
CCCOP(=O)(c1ccc(N(C)C)cc1)C(O)c1ccccc1OC (stereo not given) | -4% | 8% | 4%
O=C(C(=S)N1CCOCC1)c1c[nH]c2ccccc12 | 34%[activator] | 10% | -1%
Cc1cc(NC(=O)COc2ncnc3sc(C)c(C)c23)no1 | 0% | 6% | -4%
CCOc1cccc(-c2c(C(=O)N/N=C/c3cccnc3)nnn2-c2nonc2N)c1 | 0% | -12% | 16%
O=C(Nc1nc2ccccc2n1CCN1CCCCC1)c1ccc(Cl)cc1 | 1% | 3% | x
C=CC(n1cncn1)C(O)(c1ccccc1)c1ccccc1 (stereo not given) | -1% | -2% | 3%
CC(C)(C)c1ccc(OCC(O)CN2CCN(C(=O)c3ccccc3)CC2)cc1 (stereo not given) | -5% | -15% | -14%
O=C(O)CCCC(=O)OCCCCc1cccs1 | 0% | -20% | 3%
O=c1cc(-c2ccc(F)cc2)nc(SCc2nc(-c3ccccc3Cl)no2)[nH]1 | -3% | x | -2%
CS(=O)(=O)N(Cc1ccco1)Cc1ccccc1Cl | 1% | 1% | 1%
Cc1ccc(SCCOCCN2CCOCC2)cc1 | -1% | -18% | 3%
CCOC(=O)N1CCN(C(=O)CSc2nnc(CNC(=O)c3c(F)cccc3Cl)o2)CC1 | -3% | 7% | -8%
Cc1ccc(NC(=S)NCc2ccccc2)cc1S(=O)(=O)N1CCCCC1 | -5% | 7% | -2%
COC(=O)CSc1nnc(-c2ccncc2)n1N | -4% | -1% | 0%
Cc1noc(C)c1COC(=O)CCCNC(=O)c1ccc(Cl)cc1 | -19% | -4% | -9%
Cc1ccc(-c2nnc(Nc3ccc(Br)cc3)c3ccccc23)cc1S(=O)(=O)NCc1nc2ccccc2[nH]1 | -6% | x | -10%
COC(=O)N1C(=O)[C@](c2ccccc2)(C(C)C)N1C(=O)OC | -4% | u | 4%
CCOC(=O)C(NCCc1ccccc1)(NC(C)=O)C(F)(F)F (stereo not given) | -1% | -8% | 0%
Cc1ccc(S(=O)(=O)Oc2ccccc2/C=N/N=C(N)N)cc1 | -1% | -15% | -2%
O=C(NCCc1ccc(F)cc1)Nc1ccc([N+](=O)[O-])cc1 | 0% | -20% | -29%
CC(C)(C)OC(=O)N1CCC(c2c(C(=O)N3CCN(Cc4ccccc4)CC3)cnn2-c2ccc(Cl)cc2)CC1 | 0% | x | 0%
O=C(NCc1ccco1)/C(=C\c1cccc([N+](=O)[O-])c1)NC(=O)c1ccco1 | -5% | -3% | 19%
CC(=O)Nc1sc(N/N=C\c2ccc(O)cc2)nc1-c1cccs1 | -4% | -7% | -20%
CC(C)(C)SCCNC(=O)CN1C(=O)c2ccccc2S1(=O)=O | -9% | -10% | -5%
Cc1ccc(NC(=O)CSc2ccc3c(c2)OCCO3)nc1 | -7% | -3% | 0%
COc1cccc(NC(=O)c2cnc(SCC(=O)N3CCOCC3)n(C)c2=O)c1 | -4% | x | 13%
COc1ccc(C2C(C#N)=C(N)Oc3cc(C)n(Cc4ccco4)c(=O)c32)cc1 (stereo not given) | -2% | 2% | u
COC(=O)CSc1nnc(COc2ccc([N+](=O)[O-])cc2)n1C | -3% | -11% | 0%
O=C(CN(C(=O)CNS(=O)(=O)c1ccc(F)cc1)c1ccccc1)NCc1ccco1 | -6% | -1% | 2%
CCCN(CCC)c1nc(C)cc(C(C#N)c2nc3ccccc3o2)n1 (stereo not given) | -1% | -11% | x
CCNC(=S)N/N=C/c1cc(Br)cc(Br)c1OC | -2% | -2% | 17%
Cc1cc(NS(=O)(=O)c2ccc(NC(=O)COc3cc(C)c(Cl)c(C)c3)cc2)no1 | -14% | x | -21%
NC1(C(=O)O)CC(C(=O)O)C1 (stereo not given) | 5%&-9% | -10%&-10%&-6%&-11% | x
CCC1(CC)C(=O)NC(=O)NC1=Nc1cccc(OC)c1 | -2% | 6%[2.35 µM] | 2%
COCCN(CCOc1cc(C)cc(C)c1)Cc1ccc(Cl)cc1 | 27% | -16% | -9%
COc1ccc(CNc2nc3ccccc3c3nc(-c4ccccc4)nn23)cc1 | -5% | x | -12%
COc1ccc(NC(=O)c2cc3c(=O)n(C)c4ccccc4c3n2C)cc1Cl | -13% | -11% | 18%
CC1(C)Cc2c(cnn2-c2cccc(F)c2)C(NC(=O)CSc2ccccn2)C1 (stereo not given) | -4% | -5% | -6%
CCn1ncc(C2=NOC(C(=O)NCC(C)C)C2)c1C (stereo not given) | -8% | -1% | -14%
COc1ccc(CN(CC(=O)NCc2ccccc2)C(=O)CCC(=O)Nc2nccs2)cc1 | -4% | 1% | -3%
COc1ccc2cc(C(=O)N3CCN(c4ccccc4OC)CC3)[nH]c2c1 | -6% | -6% | -5%
COc1ccc(OC)c(CNS(=O)(=O)c2ccc3c(c2)CCCN3C(C)=O)c1 | 0% | x | -6%
O=C(O)c1cccc(COc2ccc3c(c2)CCC3)c1 | -5% | 5% | -11%
Cc1cccc(N2CCN(Cc3cn(C)nc3-c3ccccc3F)CC2)n1 | -7% | -21% | 3%
O=C(Nc1ccc([N+](=O)[O-])cc1O)Nc1ccccc1Br | -18% | -4% | x
CCN(CC)S(=O)(=O)c1ccc(N2CCCC2)c(NC(=O)c2nn(C)c(=O)c3ccccc23)c1 | -7% | x | 15%
CC(C)N(Cc1nc(-c2ccccc2)no1)C(=O)C1CCCCC1 | -12% | x | 9%
COc1cccc(C2CC(=O)Nc3c2c(=O)nc2c(C)cccn32)c1OC (stereo not given) | -5% | x | -2%
CN(c1ccccc1)S(=O)(=O)c1cccc(NS(=O)(=O)c2ccc(/C=C/C(=O)O)cc2)c1 | -7% | -7% | -11%
CCOc1ccc(C(C(=O)NCCC(C)C)N(CCO)C(=O)c2snc(C(N)=O)c2N)cc1 (stereo not given) | -3% | 6% | -12%
Cc1cccc(OCC(=O)N/N=C\c2cc3c(cc2[N+](=O)[O-])OCO3)c1C | -6%[0.501 µM] | 12% | -16%

In a second layout: 4 of the compounds above.
> C=CCn1c(SCc2cc(C(C)=O)ccc2OCC)nc2ccccc2c1=O
- GCN5L2 inh: -7%
- N370S GC mod: 24%
- FEN1 inhibitor: -11%

> COc1ccc(NC(=O)c2cc3c(=O)n(C)c4ccccc4c3n2C)cc1Cl
- GCN5L2 inh: -13%
- N370S GC mod: -11%
- FEN1 inhibitor: 18%

> CC(C)(C)OC(=O)N1CCC(c2c(C(=O)N3CCN(Cc4ccccc4)CC3)cnn2-c2ccc(Cl)cc2)CC1
- GCN5L2 inh: 0%
- N370S GC mod: x
- FEN1 inhibitor: 0%

> COC(=O)CSc1nnc(-c2ccncc2)n1N
- GCN5L2 inh: -4%
- N370S GC mod: -1%
- FEN1 inhibitor: 0%

(continued)
SMILES | GCN5L2 inh | N370S GC mod | FEN1 inhibitor
O=C1CCc2cc(S(=O)(=O)N3CCN(c4cccc(Cl)c4)CC3)ccc2N1 | -7% | 0% | 9%
O=C(Nc1ccc(S(=O)(=O)Nc2ncccn2)cc1)c1ccccc1Br | -24% | -6% | 10%
Cc1c(NS(=O)(=O)c2cc(C(=O)NC(C)c3ccccc3)ccc2Cl)c(=O)n(-c2ccccc2)n1C (stereo not given) | 1% | -13% | 7%
COc1ccc(-n2cnc3scc(-c4ccc(OC)c(OC)c4)c3c2=O)cc1 | 2% | -18% | 2%
O=[N+]([O-])c1cccc(-n2cc3ccc([N+](=O)[O-])cc3n2)c1 | -3% | x | 7%
COc1ccc(CNC(=O)Cn2cncn2)cc1OC | -11% | 16% | -1%
COc1ccc(C2C(C(=O)NC(C)C)c3ccccc3C(=O)N2C)cc1OC (stereo not given) | -8% | -19% | 9%
O=C(Nc1ccccc1)N1CCC2(CC1)CCN(C(=O)c1cccc(F)c1)CC2 | 8% | 5% | x
O=C(O)c1cc([N+](=O)[O-])ccc1NCc1ccccc1Cl | -10% | 0% | -2%
Cc1cccc(NC(=O)NNC(=O)COc2ccc3ccccc3c2)c1 | -6% | -1% | -3%
COc1cccc(NC(=O)Cn2c(=O)n(-c3ccccc3)c(=O)c3sccc32)c1 | -1% | 5% | 18%
COc1ccccc1CCNC(=O)C(=O)NCCC1CCCCN1S(=O)(=O)c1cccs1 (stereo not given) | -4% | 10% | -4%
C[C@@H](CSc1ccccc1)CN1CC[C@H](O)CCC1=O | 0% | -1% | -9%&-14%
CCOc1ccc(S(=O)(=O)N2CCC(C(=O)OC(C)C(=O)NC3CCCCC3C)CC2)cc1 (stereo not given) | -1% | x | -15%
CCCN(CCC)Cc1c(C(=O)N/N=C/c2ccsc2)nnn1-c1nonc1N | -8% | -1% | -10%

Only FEN1 inhibitor and N370S GC mod (seven entries from above):
structure,FEN1 inhibitor,N370S GC mod
Cc1c(NS(=O)(=O)c2cc(C(=O)NC(C)c3ccccc3)ccc2Cl)c(=O)n(-c2ccccc2)n1C (stereo not given),7%,-13%
COc1ccc(-n2cnc3scc(-c4ccc(OC)c(OC)c4)c3c2=O)cc1,2%,-18%
O=[N+]([O-])c1cccc(-n2cc3ccc([N+](=O)[O-])cc3n2)c1,7%,x
COc1ccc(CNC(=O)Cn2cncn2)cc1OC,-1%,16%
COc1ccc(C2C(C(=O)NC(C)C)c3ccccc3C(=O)N2C)cc1OC (stereo not given),9%,-19%
O=C(Nc1ccccc1)N1CCC2(CC1)CCN(C(=O)c1cccc(F)c1)CC2,x,5%
O=C(O)c1cc([N+](=O)[O-])ccc1NCc1ccccc1Cl,-2%,0%

Other structures:
SMILES | GCN5L2 inh | N370S GC mod | FEN1 inhibitor
CC(C)NC(=O)C(C)n1cccc1C(=O)c1ccccc1 (stereo not given) | 21% | 1% | -4%
O=S(=O)(Nc1cccc2cn[nH]c12)c1ccc(F)cc1 | -5% | -6% | 2%
Cn1cnnc1SCC(=O)N1CCC(Cc2ccccc2)CC1 | -3% | 0% | 8%
Cc1ccccc1-c1nc(CS(=O)(=O)CC(=O)NCCCN2CCCC2)c(C)o1 | -24% | -18% | 18%
Cn1c(=O)c2c(nc(SCC(=O)O)n2Cc2cccc(C(F)(F)F)c2)n(C)c1=O | -13% | -15% | -1%
CCCCCCCCCCCCCCCCCCOC[C@H](COP(=O)([O-])OCC[N+](C)(C)C)OC | 3%&-2%&1% | 2%&-1%&-3% | x
CCN(Cc1cc(=O)n2ccsc2n1)Cc1nc2cc(OC)c(OC)cc2c(=O)[nH]1 | 24% | -20% | 7%
COC(=O)N/N=C/c1cccc(OC(=O)c2ccc3c(c2)OCO3)c1 | -21% | -1% | 3%
COc1ccc(-c2nnc(N3CCOCC3)c3ccccc23)cc1 | -4% | u | -15%
CC(=O)Nc1ccc(-c2csc(NC(=O)C3=COCCO3)n2)cc1 | -1% | -6% | -1%
COC(=O)CC1Oc2ccccc2-n2cc(-c3ccc(Cl)cc3)nc21 (stereo not given) | -1% | x | -3%
O=[N+]([O-])c1ccc(N2CCN(C(=S)NC3CCCCC3)CC2)cc1 | 0% | -7% | -4%
CN(NC1OC(=O)c2ccccc21)c1ccc(C(F)(F)F)cc1[N+](=O)[O-] (stereo not given) | -8% | -23% | 5%

Record cards (already shown).
Cc1ccccc1-c1nc(CS(=O)(=O)CC(=O)NCCCN2CCCC2)c(C)o1 across the screens: GCN5L2 inh: -24%; N370S GC mod: -18%; FEN1 inhibitor: 18%
CCN(Cc1cc(=O)n2ccsc2n1)Cc1nc2cc(OC)c(OC)cc2c(=O)[nH]1 across the screens: GCN5L2 inh: 24%; N370S GC mod: -20%; FEN1 inhibitor: 7%

Only part of the results is shown; count on the stated rates, not on these rows.
